HSF1 inhib: HSF1 inhibitors in luciferase reporter cells, primary screen, cell-based, NIH3T3, luminescence. 300,000 tested, 0.77% active. activity change, negative = inhibition, % at 7.5 µM (by protocol). NIH3T3-HGL HSE-luciferase, MG132-induced, luminescence 8 h; hits give low values. AID 2098, 2009;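 active = more than half of replicate wells show activity change below -50%, luminescence cut by over half; inconclusive = some wells, but at most half, below -50%; inactive = no replicate well below -50%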;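 note: luciferase reports HSF-1 transcriptional activity via heat shock element; 0% = median of DMSO wells and -100% = zero luminescence signal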
HSF1 activator: HSF-1 activators, primary screen, NIH3T3-HGL cells, MG132 stress, luminescence, single point; NIH3T3-HGL HSF-1 luciferase reporter, 8 h; 100% = twice DMSO control signal; activation, % at 9 µM; 300,000 tested, 1.7% active; AID 504408, 2011;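 active = mean replicate activation of at least 50% with a set share of replicates each reaching 50%; inconclusive = only one of those two conditions met; inactive = mean below 50% and too few replicates reaching it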;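 note: 0% = median of the neutral control wells and 100% = twice that signal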
AI-2 QS modul: Vibrio harveyi AI-2 quorum sensing modulators, primary screen, JMH597 strain, luminescence/OD600 ratio; Vibrio harveyi JMH597 AI-2 luminescence/OD600 ratio, 9 h; hits give low values; strain lacks LuxN and CqsS sensors; 0 = neutral-control median; activity change, % at 7.5 µM; 300,000 tested, 0.4% active; AID 2094, 2009; in the data active = activity change below about -75%, passing the limit was not always enough; inconclusive = no clear call, values can overlap the other calls;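 note: luminescence divided by OD600 gain over 9 h not by final OD600 alone; inactives centre near 13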
IEC-6 tox: cytotoxicity in IEC-6 intestinal epithelial cells, primary screen, cytotoxicity control for KLF5 inhibitor project, cell-based, luminescence; IEC-6 cytotoxicity, luminescence viability; 290,000 tested, 0.78% active; inhibition, % at 5 µM; in the data active = inhibition above about 22%;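 note: 0% = plate median of test compound wells and 100% = cytotoxic reference compound wells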
SKKanGAS inh: S. pyogenes SKKanGAS growth inhibitors in kanamycin, primary screen, streptokinase expression inhibitor project, SKKanGAS strain, BacTiter-Glo luminescence; 6 h; inhibition, % at 7.5 µM; 300,000 tested, 1.3% active; AID 1662, 2009;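 active = mean replicate score, as percent of positive control median, at least 50; inconclusive = mean below 50 but one replicate at or above 50; inactive = mean and every replicate below 50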;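 note: strain carries kanamycin resistance gene driven by streptokinase promoter and grows in 40 µg/ml kanamycin; loss of luminescence reflects streptokinase promoter inhibition or plain growth inhibition; 0% = median of DMSO wells and 100% = positive control at its reference dose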
KLF5 inhibitor: KLF5 expression inhibitors, primary screen, DLD-1 cells, luminescence. DLD-1 KLF5 promoter-luciferase reporter. 290,000 tested, 0.23% active. inhibition, % at 5 µM. AID 1700, 2009;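 active = inhibition above a per-plate limit of that plate's mean compound inhibition plus 3 SD, cut at about 60% in these data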;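 note: 0% = DMSO wells and 100% = LY294002 at 200 µM; higher means less KLF5 promoter-driven luciferase light; inactives centre near -14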
aSyn UTR inh: MLPCN primary screen, SNCA 5' untranslated region. 300,000 tested, 0.82% active. alpha-synuclein 5'UTR reporter, inhibitor activity. inhibition, % (tested at 7.5 µM). AID 1813, 2009; in the data active = inhibition above about 60%; inconclusive = no clear call, values can overlap the other calls;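 note: H4 neuroglioblastoma cells stably carrying SNCA 5'UTR luciferase fusion; 0% = DMSO wells and 100% = positive control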
HSP90 inh: HSP90 inhibitors, primary screen, cell lysate, luminescence. Heat shock protein HSP 90 (rabbit reticulocyte lysate; luciferase refolding). Rabbit reticulocyte lysate, luciferase refolding luminescence, 3 h. 290,000 tested, 0.91% active. inhibition, % at 5.6 µM;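 active = inhibition above the screen-wide mean plus 3 SD, computed separately per campaign, cut at about 16% in these data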;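 note: 0% = DMSO wells and 100% = 60 µM geldanamycin wells; inhibitors lower the luminescence because luciferase stays unfolded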
HIF activator: HIF pathway transcriptional activators, primary screen, cell-based, U2OS HRE-luciferase, luminescence; activation, % at 7.5 µM (by protocol); 300,000 tested, 0.32% active; AID 1910, 2009; U2OS HRE-luciferase reporter; normalized: DMSO 0%, desferrioxamine 100%;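 active = mean activation of at least 10% of the iron chelator positive control signal, with at least half of replicates also reaching 10%; inconclusive = mean and replicate majority disagree about reaching 10%; inactive = mean and most replicates under 10%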
Platelet DG rel: inhibitors of platelet dense granule secretion, primary screen, cell-based, MLPCN, human platelets; human platelet-rich plasma, SFLLRN dense granule ATP release, luminescence; inhibition, %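 (compounds screened at 7.5 µM in platelet-rich plasma)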; 300,000 tested, 0.22% active;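 active = mean replicate score, as percent of positive control, at or above 50; inconclusive = mean below 50 but at least one replicate at or above 50; inactive = mean and every replicate below 50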
The depositor's hits bear a star; ? = inconclusive; . = not tested or not shown.

SMILES	HSF1 inhib	HSF1 activator	AI-2 QS modul	IEC-6 tox	SKKanGAS inh	KLF5 inhibitor	aSyn UTR inh	HSP90 inh	HIF activator	Platelet DG rel
Cc1ccc(-c2nnc(-c3ccccc3)c(-c3ccccc3)n2)cc1	5	24	14	2	1	-9	-50	-2	0.5	2
COC(=O)C1=C(C)N(c2cccc3ccccc23)C(=O)C1	12	28	38	-3	2	-7	-11	6	-0.4	5
COc1ccc(-n2nc(C(=O)NCC(=O)N3CCC(C(N)=O)CC3)c3ccccc3c2=O)cc1	-8	-2	.	-1	-1	-26	10	-1	1.1	7
O=C(NCCc1ccc(S(=O)(=O)N2CCCC2)cc1)c1cccs1	-6	1	-65	5	-3	-1	-13	-1	-0.3	2
COc1ccc(N=c2scc(C)n2CCCN2CCCC2=O)cc1	6	-4	2	1	1	2	-14	-1	-0.4	3
Nc1ccc(NC(=O)c2ccccc2)c2c1C(=O)c1ccccc1C2=O	4	14	18	2	2	-8	-36	0	0.7	-3
COc1ccccc1NC(=O)c1ccc(-c2ccccc2[N+](=O)[O-])o1	14	28	-5	-6	0	-74	-125	-1	3.2	-1
CCCCNC(=O)CSc1nc2ccc(Nc3nc(N4CCOCC4)nc(N4CCOCC4)n3)cc2s1	-5	-2	30	0	29	18	3	2	-0.6	-2
COc1ccccc1Oc1ccc(NC(=O)c2ccc(Cl)cc2)cc1	-9	-8	12	0	1	-14	-26	0	0.5	11
O=C(COC(=O)c1cccs1)NCc1ccco1	2	3	14	.	-5	.	7	.	0.0	3
CCCCC[C@H]1CN(CCCC)C(=O)[C@@H]1CC(=O)NCc1ccccc1	4	-7	9	6	4	-18	3	-3	-0.7	-1
Clc1ccccc1CSc1ncn(-c2ccccc2)n1	42	67*	-25	3	15	-120	-185	-1	1.8	-2
CCC(C(=O)NC1CC1)n1nc(C)c2c(C)n(-c3ccccc3)nc2c1=O (configuration not stated)	9	9	1	3	-10	-45	11	1	-1.4	2
CCCNC(=O)NC(=O)COC(=O)c1cccc(NS(=O)(=O)c2ccc(F)c(F)c2)c1	9	-2	-2	1	4	-9	23	2	-0.3	-12
Cc1cc(Br)cc2c(C(=O)Nc3c(C)n(C)n(-c4ccccc4)c3=O)cc(-c3cccs3)nc12	-15	-15	20	-2	29	-26	39	-1	0.7	9
O=C(N=C1SC2CS(=O)(=O)CC2N1Cc1ccc(Cl)cc1)C1CC1 (configuration not stated)	2	1	13	0	0	-8	7	-4	0.4	3
COc1ccc2[nH]cc(CCNC(=O)COc3ccc4ccc(=O)oc4c3)c2c1	2	-4	32	0	-11	8	4	1	0.1	-4
Cn1ncc([N+](=O)[O-])c1C(=O)Nc1ccn(Cc2ccccc2F)n1	-2	2	-9	0	11	-15	12	0	0.3	5
Cc1cc(C(=O)c2ccc(C(C)(C)C)cc2)c(NC(=O)CCl)s1	44	94*	19	3	31	-2	26	-2	0.2	-1
O=C(Cc1ccc(F)cc1)Nc1ccc(S(=O)(=O)N2CCCCC2)cc1	-6	-9	-28	8	3	21	11	3	0.1	-3
O=C1[C@H]2[C@H](C=CC[C@H]2C(=O)N2CCOCC2)CCN1Cc1ccccc1	0	-9	8	.	5	.	18	.	0.0	-2
Cc1ccccc1CN(C)C(=O)CNC(=O)c1ccc2ccccc2c1	2	3	46	-5	-4	-18	6	5	-0.3	0
CC(O)(CS(=O)(=O)c1ccc(Br)cc1)c1ccccc1 (configuration not stated)	2	7	-5	-8	1	-3	-12	7	0.1	-1
CCN(CC)c1ccc(/C=N/N2CCOCC2)cc1	25	26	13	-11	-5	-22	-152	1	5.4	3
O=C(NCCS(=O)(=O)N1CCN(c2ccccc2)CC1)c1ccco1	3	4	-10	.	0	.	-14	.	0.8	-9
O=C(O)CP(=O)(c1ccccc1)c1ccccc1	.	.	12	1	.	-12	.	-1	.	.
COc1ccc(C/C(C)=N/NC(=O)c2ccc(Cl)cc2)cc1	16	10	-5	3	-5	-2	12	-1	-0.6	-2
CC1(C)Cc2ccccc2C(=O)N1	-2	11	13	2	-7	-13	11	0	0.0	0
COc1ccc(CNC(=O)COC(=O)/C=C/c2ccc(S(=O)(=O)N3CCOCC3)cc2)cc1	-3	-1	12	-8	-8	18	-36	-3	-0.8	-10
O=C(CSc1nnc(-c2ccccc2)n1C1CCCCC1)N1CCCC1	-1	12	24	-2	-3	-14	5	1	-0.2	9
O=C(NCc1cccnc1)c1cc(Sc2ccc(F)cc2F)nc2ccccc12	1	4	10	7	1	-2	-22	-3	0.1	4
C=CCn1c(CCNC(=O)c2cccs2)nnc1SCC(=O)Nc1cccc(Cl)c1C	5	5	10	-5	1	-30	18	5	0.1	3
O=C(Cc1ccc(Cl)cc1)Nc1ccccc1C(=O)N1CCCC1	4	17	20	-2	-2	-11	16	-3	0.1	1
NC(=O)COc1cc2oc(=O)c3c(c2cc1Cl)CCCC3	4	43	20	2	-4	-19	17	-1	-1.4	11
Cc1cc(S(=O)(=O)NC2CCN(Cc3ccccc3)CC2)c(C)cc1Cl	5	17	20	0	-18	7	-12	6	0.2	-3
Cc1ccc(NC(=O)CCc2nnc3ccc(N4CCC(C)CC4)nn23)nc1	3	-9	27	7	-1	-17	5	-3	0.1	2
Cn1c(NCCc2ccccc2)cc(=O)n(C)c1=O	-1	6	37	1	5	-10	-52	-2	-0.3	2
CCCS(=O)(=O)N1CCC(C(=O)NCCCOC(C)C)CC1	-3	5	19	-4	-6	-7	7	2	-1.2	13
Cc1ccsc1/C=N\NC(=O)CCc1c(C)n[nH]c1C	-3	17	15	6	-3	14	-14	5	-0.8	-1
COc1ccc(-c2nonc2NC(=O)c2oc3ccccc3c2C)cc1OC	-2	-5	24	1	9	2	-3	3	0.8	-6
Cc1cccc(N2C(=O)c3ccc(C(=O)Nc4cccc(C(=O)O)c4)cc3C2=O)c1	-10	-7	28	0	1	-23	-11	4	1.0	8
Cc1ccc(S(=O)(=O)c2ccc(Oc3cccc(C)c3)cc2)cc1	3	7	50	-6	2	5	5	1	0.1	-4
Cc1ccc(N/C=C2\CCCCC2=O)nc1	9	10	18	-4	0	-24	-18	-4	2.4	2
O=c1cc(-c2ccccc2)nc(SCc2ccccc2F)[nH]1	-10	-4	15	0	1	-23	28	-1	-1.0	-2
CCN(CC)C(=O)C(=O)Nc1ccc(OCc2ccccc2)cc1	3	32	16	-2	4	-15	-39	-5	0.4	2
O=C(CCN1CCOCC1)N1CCCC(Nc2cccc(F)c2)C1 (configuration not stated)	-4	16	22	0	1	-45	-7	-5	-0.4	-3
C/C(=N\NC(=O)c1ccccc1)c1ccccc1Br	8	5	-5	9	-5	-42	-102	4	0.6	-1
C=CCn1c(SCc2ccc(Br)cc2F)nc2cc(C(=O)O)ccc2c1=O	6	13	?	10	18	-2	9	-3	-1.4	-5
Cc1ccccc1-n1c(SC(C)C(N)=O)nnc1-c1cccnc1 (configuration not stated)	-5	-5	19	-1	0	-21	8	0	0.0	-2
COC(=O)c1nnn(-c2ccsc2C(=O)OC)c1C(=O)OC	-3	-7	23	5	-3	-23	0	2	-0.1	-2
O=c1[nH][nH]cc1C=Nc1ccc(Oc2ccccc2)cc1	-13	-19	20	-7	10	-12	3	1	-0.2	1
COc1ccccc1CN1CCNC(=O)C1CC(=O)NCCCn1cccn1 (configuration not stated)	-5	-6	24	6	4	21	22	1	0.3	4
CCN(CC)S(=O)(=O)c1cccc(C(=O)Oc2cccnc2)c1	11	8	17	5	-2	5	-13	4	-0.1	-1
COc1ccc(S(=O)(=O)N2CCN(C(=O)c3sccc3-c3ccccc3)CC2)cc1	-2	-3	7	.	-8	.	2	.	-0.1	0
O=C(O)c1ccc(S(=O)(=O)N(Cc2ccc(F)cc2)C2CCCCC2)cc1	13	42	1	-2	1	-24	0	-2	0.2	0
C(=N\N1CCN(C2c3ccccc3-c3ccccc32)CC1)/c1cccnc1	4	-3	13	5	-4	15	3	7	-0.5	6
CCN(CC)CCNC(=O)c1cc2ccccc2nc1Cl	1	-11	-14	-2	-1	-21	-13	-1	-0.3	3
O=C(Cn1cnc2c(nnn2-c2ccc(F)cc2)c1=O)N1CCCc2ccccc21	0	2	10	2	-8	0	15	-4	0.0	3
O=C(NCCCNC(=O)c1ccco1)c1cccc(F)c1	12	47	-2	6	-1	-1	17	1	-0.2	-1
CC1(C)C(=O)Nc2ccccc2N1C(=O)COc1ncnc2ccccc12	-3	-15	15	1	-5	-24	11	2	-0.6	-4

Next entries follow.
SMILES	HSF1 inhib	HSF1 activator	AI-2 QS modul	IEC-6 tox	SKKanGAS inh	KLF5 inhibitor	aSyn UTR inh	HSP90 inh	HIF activator	Platelet DG rel
OC[C@H]1OC(O)C[C@@H](O)[C@@H]1O (some centres not stated)	-1	-4	-5	.	1	.	30	.	-0.2	1
C=CCCN(C(CC(C)C)C(=O)OC)S(=O)(=O)c1ccccc1Br (configuration not stated)	4	4	22	.	23	.	-5	.	-0.7	2
COc1ccc(/C(N)=N/OC(=O)Oc2ccccc2)cc1	0	-17	.	0	0	-39	9	0	-0.3	-3
CCON1C(=O)CN(C(=O)OC)C1c1ccc(Cl)cc1Cl (configuration not stated)	8	-3	12	-10	6	-19	6	9	-0.4	3
O=C(CCn1nnnc1CN1CCOCC1)N1CCC(c2cccc(Cl)c2)C1 (configuration not stated)	-2	8	7	-6	2	-18	-4	-3	0.4	14
NC(N)=NS(=O)(=O)c1ccc(NC(=S)Nc2ccc(F)cc2)cc1	4	9	-6	-2	4	-22	6	3	1.6	2
CCN(CC)CCNC(=O)c1cc2c(=O)n(C)c3ccccc3c2s1	-4	10	7	8	3	-45	-70	2	0.2	0
Cc1ccc(C)c(NC(=O)c2ccc(S(=O)(=O)C(F)F)cc2)c1	3	12	5	8	-15	10	9	-2	0.0	-17
O=C(CC12CC3CC(CC(C3)C1)C2)NCO	-5	1	12	-10	-7	-11	16	-3	0.2	5
Cn1c(-c2c(N)n(C3CCCC3)c3nc4ccccc4nc23)nc2ccccc21	2	8	47	4	102*	-20	5	1	-0.3	1
O=C(CCC(=O)N1CCc2ccccc2C1)NCCc1ccc(Cl)cc1	2	22	26	2	-4	-11	15	1	-0.1	.
CCCc1nn(C)c2c(=O)[nH]c(-c3cc(S(=O)(=O)N(CCO)CCO)ccc3OCC)nc12	-6	-9	9	2	14	-26	2	1	-0.2	-9
CC1(C)C=C(c2ccc(C=O)s2)CC(C)(C)N1C=O	-46	-54	2	-1	10	-6	-11	-6	-0.3	6
CCCc1cc(=O)[nH]c(SCCc2ccccc2)n1	20	26	10	-4	0	-25	-10	-4	-0.9	2
COc1ccc(NC(=O)CN(C)C(=O)CNC(=O)c2ccc3c(c2)OCO3)cc1	1	9	4	.	-16	.	-18	.	0.8	12
COc1ccc(-c2noc(CCC(=O)Nc3cccnc3)n2)cc1OC	0	2	28	0	-1	4	-12	0	0.3	13
